SUMO HTRF inh = inhibitors of human SUMOylation (UBC9). P63279. HTRF SUMOylation assay, SAE1/SAE2 + UBC9, in vitro. inhibition, % at 35 µM. hit rate 0.36% among 290,000. AID 2006; in the data active means inhibition above about 50%, passing the limit was not always enough; further: strong numbers were not always called active
Target sequence (P63279 whole entry, looked up): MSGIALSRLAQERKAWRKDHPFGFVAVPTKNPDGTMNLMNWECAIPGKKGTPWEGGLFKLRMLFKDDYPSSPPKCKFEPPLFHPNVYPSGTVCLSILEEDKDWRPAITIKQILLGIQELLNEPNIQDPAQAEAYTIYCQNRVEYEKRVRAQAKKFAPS
CRFBP-R2 block = blocks CRF-induced signaling of the CRF-BP/CRF-R2 complex. HEK293 CRF-R2/CRF-BP, CRF-induced calcium fluorescence. inhibition, % at 11.8 µM. hit rate 0.59% among 350,000. AID 588475;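 active means inhibition of the ligand-induced calcium signal above about 50% at the single tested concentration, limit read from the data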
IMP-1 inhibitor = blocks Pseudomonas aeruginosa IMP-1 metallo-beta-lactamase; purified IMP-1, nitrocefin hydrolysis, epi-absorbance fluorescence; inhibition, % at 5.6 µM; hit rate 0.45% among 290,000;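 active means inhibition above the mean plus 3 SD of all compounds in the same screening run, cut at about 4.5% in these data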;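 further: 0% = IMP-1 with DMSO and 100% = DMSO wells lacking enzyme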
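System: purified IMP-1; amount: IMP-1 0.2 nM before substrate addition; compound: single dose, 5.6 µM; times: 25 °C, 15 min preincubation, 25 min reaction; signal: Epi-absorbance via hydrolysed-nitrocefin quenching of white-plate fluorescence, 480/530 nm, EDTA stop; benchmarks: DMSO with and without IMP-1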
HCV NS3 hel inh = inhibitors of Hepatitis C virus NS3 helicase; NS3 helicase DNA unwinding, Cy5 molecular beacon fluorescence; inhibition, % at 10.9 µM; hit rate 0.56% among 290,000;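 active means inhibition above the mean of all tested compounds plus 3 SD, set per campaign, cut at about 35% in these data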;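 further: 0% = DMSO wells and 100% = thioflavine S control wells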
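System: Hepatitis C virus NS3 helicase domain fragment enzyme | Reagent: Annealed dual-labelled DNA beacon duplex, ATP-started | Compound dosing: 10.9 µM single point, 0.8% DMSO | Incubation: 1 h reaction at 25 °C, ATP-initiated | Technique: Cy5 fluorescence | Evaluation: Percent inhibition from t60/t0 fluorescence ratio | Benchmarks: Low DMSO, high thioflavine S at 110 µM | Replication: Singlicate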
GalR3 antagonist = antagonists of human GalR3; O60755; HEK293 GalR3-CNG cAMP membrane potential fluorescence; galR3 body fused to GalR1 C-terminus; inhibition, % at 3 µM; hit rate 0.44% among 360,000; AID 651719;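 active means inhibition above the screen-wide average plus 3 SD, cut at about 13% in these data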;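 further: forskolin and galanin both at EC90 stimulate the cells; cAMP rise reported by CNG channel membrane potential dye signal; 0% = forskolin plus galanin with DMSO and 100% = forskolin alone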
Target sequence (O60755 1-299 limits assumed): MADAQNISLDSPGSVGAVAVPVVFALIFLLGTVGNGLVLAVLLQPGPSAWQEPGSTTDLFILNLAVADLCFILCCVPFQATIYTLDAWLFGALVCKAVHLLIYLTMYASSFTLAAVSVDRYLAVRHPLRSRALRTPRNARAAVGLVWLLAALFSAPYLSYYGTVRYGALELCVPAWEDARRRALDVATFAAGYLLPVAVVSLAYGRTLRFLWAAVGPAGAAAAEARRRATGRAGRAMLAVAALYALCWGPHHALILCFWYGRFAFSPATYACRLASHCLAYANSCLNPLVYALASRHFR
p-CIP stab down = lowers stability of the mouse p/CIP coactivator protein; hit rate 0.01% among 290,000; Q05BA5; F442A p/CIP-EGFP cells, EGFP fluorescence, 16 h; AID 1984; decrease of EGFP signal, % at 10 µM;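 active means EGFP signal decrease of at least 30% at 10 µM or well 3 SD below plate mean, unless failing retest; inactive means the rest, including hits failing retest or dose response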; further: some compounds called inactive have numbers as strong as hits; many of its hits are not listed in these tables
VIM-2 inh = blocks Pseudomonas aeruginosa VIM-2 metallo-beta-lactamase; purified VIM-2, nitrocefin hydrolysis, epi-absorbance fluorescence; inhibition, % at 5.6 µM; hit rate 0.89% among 290,000; AID 1527;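 active means inhibition above the mean of all tested compounds plus 3 SD, cutoff set per screening run, cut at about 7.5% in these data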;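 further: red hydrolysis product quenches plate fluorescence so inhibitors raise well fluorescence; 0% = enzyme with DMSO and 100% = DMSO without enzyme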
IDE inh = inhibits human insulin-degrading enzyme in HEK cells; FAbetaB cleavage, fluorescence polarization; P14735; inhibition, % at 5.59 µM; hit rate 0.41% among 320,000;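 active means percent inhibition above the average of all tested compounds plus 3 SD, set per screening campaign, cut at about 16% in these data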;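 further: IDE supplied by intact live HEK cells; FP after avidin binding of uncleaved biotin substrate so inhibition keeps polarization high; 0% = DMSO wells and 100% = 60 µM reference IDE inhibitor Ii1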
IDE act = IDE (human) activation, cell-based; P14735; HEK cells, FAbeta-B cleavage, fluorescence polarization; 0% vehicle, 100% cell-free pure enzyme wells; activation, % at 5.96 µM; hit rate 0.073% among 340,000;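 active means activation above the mean of all tested compounds plus 3 SD, set per screening campaign, cut at about 17% in these data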
* = called active by the depositor; . = not tested or not shown; & = joins results of further samples. The order is random; 3.2% or so of the library scored in one or more.

A first look:
SMILES	SUMO HTRF inh	CRFBP-R2 block	IMP-1 inhibitor	HCV NS3 hel inh	GalR3 antagonist	p-CIP stab down	VIM-2 inh	IDE inh	IDE act
COc1ccc(S(=O)(=O)N2CCCCC2C(=O)O)cc1 (stereo unspecified)	-4	4	-3.3	-2	-4	1	-4.4	-2	0
COc1ccc(CC(=O)Nc2cc(S(=O)(=O)N3CCCC3)ccc2Cl)c(OC)c1	.	30	.	.	-1	.	.	-2	3

Results (from the top)
SMILES	SUMO HTRF inh	CRFBP-R2 block	IMP-1 inhibitor	HCV NS3 hel inh	GalR3 antagonist	p-CIP stab down	VIM-2 inh	IDE inh	IDE act
COc1ccc(S(=O)(=O)N2CCCCC2C(=O)O)cc1 (stereo unspecified)	-4	4	-3.3	-2	-4	1	-4.4	-2	0
COc1ccc(CC(=O)Nc2cc(S(=O)(=O)N3CCCC3)ccc2Cl)c(OC)c1	.	30	.	.	-1	.	.	-2	3
Cn1c(N)c(C(=O)COC(=O)Cn2cc(C(F)(F)F)ccc2=O)c(=O)n(C)c1=O	17	-6	-1.1	-3	0	3	-1.7	2	2
O=C(NC1CCN(C(=S)Nc2ccc(F)cc2)CC1)C1CCCCC1	7	-16	-2.8	12	-10	4	1.4	5	0
CC(C)CCn1c(SCC(N)=O)nc2c1c(=O)n(C)c(=O)n2C	-13	6	-2.7	-1	-2	-5	-6.1	3	-5
Cc1c(NC(C)c2ccccc2O)c(=O)n(-c2ccccc2)n1C (stereo unspecified)	17	24	-5.3	7	-7	-2	-5.1	-7	7
CN1CCN(CC(C)(C)NS(=O)(=O)c2ccc(Cl)cc2)CC1	-13	5	0.1	6	-1	-5	-1.4	0	-3
CC(=O)c1csc(-c2ccccc2)n1	-7	-11	-2.5	5	-1	15	-3.2	6	9
O=C(CCC(=O)Nc1ccccc1)N/N=C/c1ccncc1	.	-6	.	.	-5	.	.	0	-3
Cc1ccccc1C1=Nn2c(nnc2-c2ccco2)SC1	4	-6	-3.1	-27	-4	1	1.9	-2	3
O=C(NCc1ccccn1)c1ccc(Cl)c(S(=O)(=O)N2CCCCCC2)c1	16	-7	-2.6	-10	-2	-15	-3.2	0	10
COc1cc(N=Cc2c(O)c3ccccc3oc2=O)c(OC)cc1Cl	18	-57	-0.5	14	-3	-4	0.2	0	5
O=C(CSc1ccc2c(c1)OCCO2)N1CCN(c2ccccc2)CC1	.	0	.	.	-6	.	.	7	-2
CCOC(=O)c1sc(NC(=O)COc2ccc3c(c2)OCO3)nc1C	-8	2	-2.3	-7	-11	8	-4.6	-3	-1
COc1ccc(C2OC(=O)CC2C(=O)NC2CCCC(C)C2C)cc1OC (stereo unspecified)	21	2	-2.6	-4	-5	-20	-4.1	3	4
O=C(N/N=C/c1ccco1)c1ccc(OCc2ccccc2)cc1	17	4	-3.9	-2	0	-7	-3.1	-2	0
O=C1CN(CC(=O)Nc2ccc(Cl)cc2)CCN1	1	-8	-2.7	-5	-6	-7	-4.7	-5	-3
CCOC(=O)C1=C(C)NC(C)=C(C(=O)OCC)C1c1ccc([N+](=O)[O-])s1	3	-17&20	1.1	-11	4&-4	9	-0.9	3	.
COC(=O)c1ccc(CSc2nnc3ccccn23)o1	16	8	-4.5	-2	-6	-7	-4.4	0	-3
O=C(Oc1ccccc1)c1ccc(COC(=O)c2cnccn2)cc1	4	21	-0.8	-8	2	0	0.1	4	8
Cc1ccc(NC(=O)/C(=C/c2cccs2)NC(=O)c2ccco2)c(C)c1	2	9	-2.9	5	0	-11	-1.8	3	2
Cc1ccc(CNCc2ccc3c(c2)OCO3)c(C)c1	24	4	-0.9	0	-3	-10	0.1	1	0
O=C(NCC1CCCO1)c1ccc(Oc2ccc([N+](=O)[O-])cc2)cc1 (stereo unspecified)	2	7	-3.4	3	-1	-1	-2.4	6	-6
COC(=O)c1ccc(CNC(=O)C2CCC(=O)N(CCN3CCOCC3)C2)cc1 (stereo unspecified)	9	11	-2.5	9	-3	-15	-1.9	.	4
Cc1cccc(NC(=O)CSc2nnc(CNC(=O)c3ccco3)o2)c1	10	-5	-4.3	1	-9	2	-2.9	4	7
Other compounds
SMILES	SUMO HTRF inh	CRFBP-R2 block	IMP-1 inhibitor	HCV NS3 hel inh	GalR3 antagonist	p-CIP stab down	VIM-2 inh	IDE inh	IDE act
CCn1c(C)c2c(C)nnc(C)c2c1C	-14	-7	-2.7	0	-2	0	-2.4	-8	-1
O=C1CN(C(=S)NC(=O)c2ccc(-c3ccccc3)cc2)CCN1	4	7	-2.5	10	5	3	-5.1	6	1
Cc1ccc(NC(=O)c2ccccc2OCC(=O)Nc2cccc(Cl)c2C)nc1	.	.	0.9	8	.	-14	0.5	4	.
O=C(NCCc1ccc(F)cc1)c1cc(-c2ccncc2)nc2ccccc12	7	.	-2.4	-2	.	7	-1.9	.	.
CCOC(=O)c1cccc(NC(=O)CSc2nnc(-c3ccncc3)n2CCCOC)c1	-1	-11	-0.8	-7	-4	5	-0.7	2	2
CC(=O)c1c(C)[nH]c(C(=O)OC2CCOC2=O)c1C (stereo unspecified)	7	14	-1.1	-1	-3	1	-2.9	1	2
COc1ccc(CC(NC(C)=O)C(=O)NC2CCN(C(=O)c3ccccc3F)CC2)cc1 (stereo unspecified)	-12	-31	-1.7	-6	-8	-3	-1.8	-2	2
S=c1[nH]nc(CCCc2n[nH]c(=S)o2)o1	-7	6	-2.8	19	-1	-7	-2.4	5	1
CCOc1ccccc1N1C(=O)c2ccc(C(=O)Nc3cccnc3)cc2C1=O	-14	12	-4.7	-3	3	2	-5.2	-1	3
N#Cc1cccc(C(=O)Nc2ccc(S(=O)(=O)Nc3nccs3)cc2)c1	.	-4	.	.	-4	.	.	1	3
COc1ccc(N(C)C(=O)CCC(=O)Nc2ccc3nc(N4CCOCC4)cc(C)c3c2)c(OC)c1	16	-6	-4.1	-6	-3	-28	-2.1	0	4
O=C(Nc1ccnn1C1CCN(C/C=C/c2ccccc2)CC1)c1cccc(F)c1	3	-6	-1.6	-61	0	4	-2.7	-1	2
CCc1nc2ccccc2c(C(=O)NCc2ccccc2)c1C	4	30	-4.6	3	-1	-15	-2.4	4	5
O=C(/C=C/c1ccc(Cl)cc1)NC(=S)Nc1ccc(CN2CCOCC2)cc1	15	-13	-2.2	-6	-4	-23	-0.9	14	-12
Cc1ccc(S(=O)(=O)NC(=NCC(=O)O)c2ccccc2)cc1	-20	17	-1.5	-5	-3	-13	0.4	3	3
C=CCSc1ncccc1C(=O)NCCc1ccccc1	6	5	0.1	-5	-9	-12	-0.3	1	3
C=CCn1c(C2CC2)n[nH]c1=S	3	1	-2.4	-6	-4	-3	15*	4	4
O=C(NCCC1=CCCCC1)c1cccc(S(=O)(=O)N2CCCCC2)c1	.	-9	.	.	7	.	.	6	0
O=C(O)CCN(CCC(=O)O)c1nnc(SCc2ccccc2)s1	12	-7	-0.1	3	-2	-2	-3.9	5	4
NC(=O)C1CCN(CC(=O)Nc2nccs2)CC1	5	0	-3.6	-3	-4	-10	-0.9	0	5
CN(C)C(=O)c1cc(C(=O)c2ccc(C(F)(F)F)cc2F)c[nH]1	3	14	-3.4	2	-3	-4	-2.5	4	2
Cc1ccc(-c2[nH]ncc2CN2CCN(C(=O)c3cccs3)CC2)cc1C	-10	-5	0.2	-13	-1	3	0.0	4	-7
Cc1oc(-c2ccccc2F)nc1CS(=O)(=O)CC(=O)NCCCN1CC(C)CC(C)C1 (stereo unspecified)	13	0	-1.9	-5	-6	-1	-2.2	-2	5
c1ccc(CCNCCCOc2cccc3ccccc23)cc1	-5	-8	-1.4	-70	-4	1	-2.2	1	6
CCc1ccc(CCC(=O)Nc2ccc(OC)cc2)o1	15	35	-3.4	2	5	-2	-3.1	7	1
Further records follow.
SMILES	SUMO HTRF inh	CRFBP-R2 block	IMP-1 inhibitor	HCV NS3 hel inh	GalR3 antagonist	p-CIP stab down	VIM-2 inh	IDE inh	IDE act
Cn1c(Cc2ccccc2)nnc1SCC(=O)c1cccs1	11	11	-4.9	0	-5	-5	-1.9	0	-3
COc1ccc(NC(=O)COC(=O)C2CCC2)cc1Cl	16	2	-0.9	-1	-1	2	-2.2	-2	6
Cc1cccc(N(CC(=O)NC2CCCCC2)C(=O)CCCC(=O)Nc2ccccn2)c1	-2	-3	-2.6	-1	0	-6	-2.4	2	1
CCCCN(C(=O)c1ccc(-c2ccc([N+](=O)[O-])cc2)o1)c1c(N)n(CCCC)c(=O)[nH]c1=O	.	22	.	.	-3	.	.	-2	9
CC12CCC(C(=O)N(CCC#N)CCC#N)(CC1=O)C2(C)C (stereo unspecified)	10	24	-2.8	-4	-5	-22	-1.5	3	4
COc1ccc(-c2noc(-c3cc4ccccc4oc3=O)n2)cc1	14	.	0.4	-6	.	5	-0.9	-2	.
CCOC(=O)C1=C(NC(=S)NC(=O)c2ccccc2)c2ccccc2CC1(C)C	2	-16	-1.2	-2	-4	-4	-3.4	1	9
COC(=O)c1ccc(CSc2ncnc3c2nnn3-c2ccc(OC)cc2)o1	7	-3	-0.6	14	-1	-8	-3.7	2	2
COc1ccc(N(C(=O)CS(=O)CC(=O)Nc2ccc(F)cc2)C(C(=O)NC2CCCCC2)c2cccs2)cc1 (stereo unspecified)	0	2	-3.9	11	-2	1	-2.0	4	4
Cn1c(CCN2CCCCC2)nc2cc(NC(=O)COc3ccc([N+](=O)[O-])cc3)ccc21	22	16	-0.8	3	3	-8	-2.3	-3	-1
COc1ccc(CCN2CC(O)=C(c3nc(C)cs3)C2=N)cc1OC	-5	7	-0.3	2	5	-6	1.6	-1	2
CN(CCc1ccccn1)C(=O)Nc1ccc(F)cc1	-6	17	-3.3	1	-1	-6	-2.5	-1	-1
O=C(OCc1cc([N+](=O)[O-])cc2c1OCOC2)c1ccc2ccccc2n1	12	12	-0.7	9	1	6	-3.1	-3	0
COc1ccccc1NC(=O)CN1C(=O)NC(C)(C)C1=O	-2	14	-2.7	-2	-4	-8	-2.2	2	3
Cc1cccc(CN2CCN(CC(=O)NCc3ccc(F)cc3)C2=O)c1	.	1	-5.4	-7	2	.	0.9	-1	10
CC(=O)Nc1ccc(C(=O)OCc2ccc(Cl)c(Cl)c2)cc1	4	-13	0.3	-5	4	-15	-4.3	5	-3
Cc1c(S(=O)(=O)Nc2ccc(Oc3ccccc3)cc2)c(=O)n(C)c(=O)n1C	10	-8	-2.5	2	0	-14	-2.5	0	1
O=C(COC(=O)c1cc(=O)[nH]c2ccccc12)NCc1ccc(F)cc1	.	8	.	.	-3	.	.	1	2
Cc1c(C(=O)N2CCC(C)CC2)cccc1[N+](=O)[O-]	2	26	-0.8	3	-3	-8	-5.2	0	1
CN1CCN(c2nc3c(c(=O)n(C)c(=O)n3C)n2CC(N)=O)CC1	2	-15	-3.9	5	-1	-15	-0.5	-4	-2
Cc1ccc(-c2cc(C(=O)NN)n[nH]2)o1	16	4	-1.8	2	-3	-6	-4.4	12	.
O=C(CCC1CCCCC1)Nc1ccccc1-c1ccccc1	-6	-11	-1.6	7	-5	-2	-0.4	3	2
CCOc1ccc(-c2nnc3ccc(SCC(=O)N4CCCCC4)nn23)cc1	-2	26	.	.	1	-3	.	4	-1
